High-throughput results: PubChem, Sanford-Burnham Center for Chemical Genomics
mIAP inh – blocks mouse intestinal alkaline phosphatase. purified mouse IAP, CDP-Star luminescence, 30 min. inhibition, % at 10 µM. actives 0.2% (n = 330,000). AID 2806;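 active = inhibition of at least 40% at 10 µM in the primary screen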;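 note: plate controls were DMSO with enzyme for no effect and no enzyme wells for full effect; values of inactives mirror those of a sister screen read the other way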
hIAP act – human IAP activation | purified human IAP, CDP-Star luminescence, 30 min; hits give high values; 1 = vehicle-only enzyme, 0 = enzyme-free background | activation factor at 10 µM | actives 0.16% (n = 330,000) | AID 2524;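 active = activation factor of the enzyme at least 2-fold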; note: the source names both 10 and 20 µM as test concentration; values of inactives mirror those of a sister screen read the other way
hIAP block – blocks human intestinal alkaline phosphatase. inhibition, % at 10 µM. purified IAP, CDP-Star luminescence, 30 min. AID 2544. actives 0.12% (n = 330,000). P09923;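 active = inhibition reaching a set limit with compound at 10 µM in the primary screen, cut at about 35% in these data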;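 note: plate controls were DMSO wells with enzyme for no effect and no-enzyme buffer wells for full effect; values of inactives mirror those of a sister screen read the other way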
SENP1 inh – SENP1 (human) catalytic domain inhibition | Q9P0U3 | recombinant SENP1 catalytic domain, CyPet-SUMO1-YPet FRET cleavage | inhibition, % at 10 µM | actives 0.21% (n = 360,000);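 active = inhibition at least 30% at 10 µM, raw YFP signal under a set limit, fluorescence ratio 0.5 to 1.5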;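 note: 0% = enzyme with DMSO and 100% = no enzyme wells; some results filed as inactive read as strong as hits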
Target sequence (Q9P0U3 419-644 limits assumed): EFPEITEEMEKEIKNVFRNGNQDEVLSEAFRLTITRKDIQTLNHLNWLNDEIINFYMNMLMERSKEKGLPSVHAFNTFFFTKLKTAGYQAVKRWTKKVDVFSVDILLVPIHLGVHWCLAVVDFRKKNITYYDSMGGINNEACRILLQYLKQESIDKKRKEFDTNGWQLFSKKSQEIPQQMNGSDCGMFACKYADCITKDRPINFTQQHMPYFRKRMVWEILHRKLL
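Controls: no-enzyme wells low, DMSO-plus-enzyme wells high control. Test system: human recombinant His6-tagged SENP1 catalytic domain enzyme. Reagent: SFCypet-SUMO1-SFYpet FRET protein substrate, 25 nM final. Doses: one dose per compound, 10 µM, 0.5% DMSO. Detection: FRET, CFP and YFP emission. Timing: 50 min reaction at room temperature.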
NALP3 yeast inh – blocks the NALP3 inflammasome reconstituted in yeast. inhibition, % at 10 µM. AID 2825. Yeast reconstituted NLRP3/ASC/caspase-1, beta-gal luminescence, 24 h. actives 0.39% (n = 330,000);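 active = inhibition of 50% or more; inactive = inhibition below 50%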;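 note: plate controls were induced DMSO wells for no effect and uninduced yeast grown without galactose for full effect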
mIAP activ – mouse IAP activation. actives 0.24% (n = 330,000). activation factor at 10 µM. AID 2805. muIAP, CDP-Star luminescence, 30 min; hits give high values; 1 = vehicle-only enzyme signal, 0 = enzyme-free wells;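 active = activation factor of at least 2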; note: the source names both 10 and 20 µM as test concentration; values of inactives mirror those of a sister screen read the other way
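Assay system: mouse IAP enzyme; Reagent: CDP-Star chemiluminescent phosphatase substrate; Compound: DMSO-dissolved test compounds; Incubation: 30 min, room temperature; Technique: luminescence from enzymatic CDP-Star hydrolysis; Controls: DMSO-only wells and no-enzyme negative control.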
APOBEC3A inh – human APOBEC3A DNA deaminase inhibition; P31941; recombinant A3A, FAM/TAMRA ssDNA deamination fluorescence; inhibition, % at 20 µM; actives 0.41% (n = 330,000); AID 493011;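 active = at least 40% inhibition at 20 µM here, with at most 30% in a related deaminase screen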;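 note: plate controls were A3A with DMSO for no effect and wells lacking A3A enzyme for full effect; some results filed as inactive read as strong as hits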
Target sequence (P31941 whole entry, looked up): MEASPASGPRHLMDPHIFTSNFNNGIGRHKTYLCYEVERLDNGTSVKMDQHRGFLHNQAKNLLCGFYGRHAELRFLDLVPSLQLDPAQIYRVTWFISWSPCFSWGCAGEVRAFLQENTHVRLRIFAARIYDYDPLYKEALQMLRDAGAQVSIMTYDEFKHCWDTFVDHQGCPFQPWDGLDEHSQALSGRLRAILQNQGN
beta cell repl – MIN6 beta-cell proliferation induction | AID 2380 | MIN6 cells proliferation, ATPlite luminescence, 48 h; cells starved in 0.2% serum; 100% = growth in 10% serum | actives 0.29% (n = 330,000) | proliferation, % at 10 µM;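 active = compounds whose signal lies at least 3.5 SD above the mean of all wells on their plate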;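 note: 0% = DMSO-treated cells in low-serum medium and 100% = 10% serum control; some compounds called inactive have numbers as strong as hits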
A3G deaminase – APOBEC3G (human) deaminase inhibition; recombinant A3G, ssDNA deamination FAM/TAMRA fluorescence; actives 0.28% (n = 330,000); Q9HC16; inhibition, % at 20 µM;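 active = inhibition of at least 40% at 20 µM, with no more than 30% in the related APOBEC3A deaminase screen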;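 note: plate controls were DMSO wells with A3G for no effect and wells lacking A3G enzyme for full effect; some compounds called inactive have numbers as strong as hits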
Target sequence (Q9HC16 whole entry, looked up): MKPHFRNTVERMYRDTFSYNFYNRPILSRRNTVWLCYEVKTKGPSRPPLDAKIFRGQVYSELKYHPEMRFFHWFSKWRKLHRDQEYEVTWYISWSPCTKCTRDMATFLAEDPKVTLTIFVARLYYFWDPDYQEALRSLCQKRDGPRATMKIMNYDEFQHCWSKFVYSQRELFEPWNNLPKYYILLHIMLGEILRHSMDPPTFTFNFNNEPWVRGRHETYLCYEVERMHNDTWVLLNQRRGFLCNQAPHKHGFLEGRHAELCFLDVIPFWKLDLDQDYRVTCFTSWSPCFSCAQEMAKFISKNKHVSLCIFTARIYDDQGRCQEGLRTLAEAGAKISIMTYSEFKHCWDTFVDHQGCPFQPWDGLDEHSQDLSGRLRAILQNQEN
* marks the source's active call; other numbers are inactive results; . = no result given. This is a subset, so the mix of outcomes need not match the whole.

SMILES	mIAP inh	hIAP act	hIAP block	SENP1 inh	NALP3 yeast inh	mIAP activ	APOBEC3A inh	beta cell repl	A3G deaminase
COC(=O)c1ccc(NC(=O)CC2C(=O)N(C)C(=S)N2Cc2ccc(S(N)(=O)=O)cc2)cc1 (stereo not given)	1	0.98	2	1	4	0.99	-6	-3	-5
COc1cc(C(=O)Oc2cccc(Nc3ncnc4ccccc34)c2)cc(OC)c1OC	1	1.2	-18	0	16	0.99	-3	-2	-4
CCN(C[C@H]1N[C@@](CC)(C(=O)OC)[C@H]2C(=O)N(C)C(=O)[C@@H]12)S(=O)(=O)c1ccc(C(F)(F)F)cc1	-4	1.2	-18	1	10	1	-4	-2	-4
COc1ccc(CC(=O)Nc2ccc(NC(=O)c3ccccc3F)cc2)cc1	-12	1.1	-9	3	8	1.1	-3	0	-1
O=C(/C=C/Nc1ccc(S(=O)(=O)Nc2ncccn2)cc1)c1ccc2ccccc2c1	10	0.85	15	-37	-3	0.9	-1	-3	-5
Cc1ccccc1NC1c2ccccc2C(=O)N1Cc1ccco1 (stereo not given)	-10	0.95	5	0	-10	1.1	-2	-1	-2
Cc1[nH][nH]c(=O)c1[C@@H](c1ccccc1[N+](=O)[O-])C(C#N)C#N	0	1.1	-12	-46	4	1	-6	0	-7
COCCCNC(=S)Nc1cc2oc3ccccc3c2cc1OC	-13	1	-2	1	20	1.1	-3	-5	-2
CCNC(=O)c1c(N)sc2c1CCCCC2	10	1	-1	.	14	0.9	6	-1	6
CCc1[nH]nc(C(=O)NC2CCCN(Cc3ccccc3F)C2)c1C (stereo not given)	2	1.3	-32	1	14	0.98	-4	4	-7
NC(=O)COc1ccc(NC(=O)c2ccccc2-c2ccccc2)cc1	-3	2.1*	-112	1	9	1	1	-1	9
COc1cc2ncnc(NCc3cccs3)c2cc1OC	21	0.98	2	0	1	0.79	-1	1	-8

Reprinted at random: two compounds from above, in no set order.
SMILES	mIAP inh	hIAP act	hIAP block	SENP1 inh	NALP3 yeast inh	mIAP activ	APOBEC3A inh	beta cell repl	A3G deaminase
Cc1ccccc1NC1c2ccccc2C(=O)N1Cc1ccco1 (stereo not given)	-10	0.95	5	0	-10	1.1	-2	-1	-2
COc1cc2ncnc(NCc3cccs3)c2cc1OC	21	0.98	2	0	1	0.79	-1	1	-8

Following part:
SMILES	mIAP inh	hIAP act	hIAP block	SENP1 inh	NALP3 yeast inh	mIAP activ	APOBEC3A inh	beta cell repl	A3G deaminase
COC(=O)c1sccc1NC(=S)Nc1cc(C)ccc1OC	-7	1	-3	0	4	1.1	-2	6	-5
Cn1ncc(Br)c1C(=O)N1CCc2ccccc21	-14	0.99	1	1	-6	1.1	-2	2	-7
COc1ccc(-c2cc(-c3nnc(COC(=O)C4CC4)o3)c3ccccc3n2)cc1OC	11	1	-1	-34	3	0.89	2	-1	0
COC(=O)c1ccc(Oc2nc3ccccc3n3c(C)nnc23)cc1	-7	1	-2	1	9	1.1	-3	5	-4
CC(C)[C@H](NC(=O)OC(C)(C)C)c1nnc(S(=O)(=O)Cc2c(F)cccc2Cl)o1	-6	1.3	-26	3	8	1.1	-2	-6	-3
CCOC(=O)CCc1c(C)c2ccc(O)cc2oc1=O	0	0.88	12	-170	-13	0.99	-1	-1	1
CCCCc1cc(=O)oc2c(CN3CCCC3)c(O)ccc12	-12	1	-3	-154	9	1.1	-4	0	-7
CSc1ccc(/C=C/C(=O)c2ccc(O)cc2)cc1	2	0.95	5	-39	41	0.98	7	-5	0
O=C1NCCOC(=O)[C@H](Cc2ccc(F)cc2)CC/C=C/C[C@H]1CC(=O)N(CCO)Cc1ccccc1	0	1.2	-20	1	23	1	-1	0	-7
O=C(/C=C/c1ccc(F)cc1)N1CCN(c2ncccn2)CC1	-4	0.96	4	2	-22	1	-1	-4	-6
COC(=O)C(NC(C)=O)(Nc1ccccn1)C(F)(F)F (stereo not given)	-4	1.1	-6	0	6	1	1	-2	-3
CC(/C=C/c1ccc(OCc2ccccc2)cc1)=N\O	-12	1.1	-10	3	25	1.1	1	-4	-3
Cn1c(N)c(S(=O)(=O)NCc2ccc(Cl)cc2)c(=O)n(C)c1=O	-1	1	-4	0	5	1	-1	-2	4
CCCCN(C(=O)CN1CCOCC1)c1c(N)n(CC(C)C)c(=O)[nH]c1=O	6	0.95	5	-6	14	0.94	-1	0	-1
COc1ccc(C(=O)Nc2ccccc2C(=O)NC(Cc2c[nH]c3ccccc23)C(=O)O)cc1 (stereo not given)	3	1.2	-21	0	13	0.97	0	-4	0
COC(=O)c1sc(=S)n(-c2cccc(Cl)c2)c1N	9	1.1	-9	0	40	0.91	2	0	54*
CCN(CC)c1ccc(C=NCCNS(=O)(=O)c2ccc(C)cc2)cc1	-14	0.93	7	-10	31	1.1	4	2	2
CC1CCCN(C(=O)COC(=O)/C=C/c2ccc(C(F)(F)F)cc2)C1 (stereo not given)	4	1.1	-7	2	12	0.96	0	-3	0
CCC(C)(C)n1nnnc1C(C(C)C)N1CCC(C(N)=O)CC1 (stereo not given)	11	1.1	-7	-7	3	0.89	-2	-1	-5
O=C(Cn1ncn2c(cc3ccccc32)c1=O)NCCc1cccs1	8	0.92	8	-1	10	0.92	-3	3	-5
O=c1c(Cc2ccccc2)c(O)nc2n1CCS2	1	1.1	-12	2	9	0.99	1	0	-2
COc1cc(C(F)(F)F)c(C(=O)NCc2cccc(Cl)c2)cn1	-7	0.99	0	1	16	1.1	5	-1	4
COc1ccc(-c2nc(N)n(C(=O)c3ccccc3Cl)n2)cc1	-5	0.98	2	1	23	1	0	-4	-9
O=C(NCCCn1ccnc1)C1CC(c2ccccc2Cl)=NO1 (stereo not given)	-1	1	-2	2	15	1	0	-5	-3
COc1ccc(C(=O)NNC(=O)COc2ccc(Cl)cc2)c(OC)c1	12	1.6	-55	-32	24	0.88	-3	0	-7
CCSC(=O)NC12CC3CC(CC(C3)C1)C2	0	0.84	16	4	32	1	-2	-1	-3
CCC(C)C(NC(=O)c1ccccc1NC(=O)c1ccc(C)cc1)C(=O)O (stereo not given)	-6	1.1	-11	0	18	1.1	0	-3	-1
O=C(NCC(c1ccco1)N1CCc2ccccc2C1)c1ccc(Cl)cc1 (stereo not given)	10	0.88	12	-5	28	0.9	1	-4	-7
CCc1nnc(NC(=O)CSc2nnc(Cc3cc(=O)[nH]c(=O)[nH]3)n2-c2ccc(OC)cc2)s1	3	0.89	11	3	10	0.97	2	6	6
CCCCCCN(C(=O)CCCCCN1C(=O)NC(c2cccc([N+](=O)[O-])c2)C(C(=O)OCc2ccccc2)=C1C)C(C(=O)NCCCC)c1ccc(OCC(=O)OC)c(C(=O)OC)c1 (stereo not given)	38	1	-2	.	15	0.62	-5	-8	-11
O=C(Cn1ccccc1=O)c1cccs1	-1	0.96	4	0	3	1	-2	-2	-5
CC(=O)c1c[nH]c2ccc(C)cc2c1=O	3	1.1	-11	-56	2	0.97	-4	-2	-6
Cc1ccc(-n2c(C(C)n3nc(C)c([N+](=O)[O-])c3C)n[nH]c2=S)cc1 (stereo not given)	15	0.99	1	3	20	0.85	-1	-1	15
CCOc1ccc(NC(=O)c2ccccc2NC(=O)c2cccnc2)cc1	9	1.1	-6	1	24	0.91	-7	-5	-9
CCn1c(SCC(=O)Nc2nc(C)c(C)s2)nc2cccnc21	6	1.4	-39	1	10	0.94	3	3	2
COc1ccc(-n2ncc3c2CC(C)(C)CC3NC(=O)c2ccc(OC)o2)cc1 (stereo not given)	-1	1.2	-16	-2	7	1	-3	-1	-1
O=C(O)CSc1nc2ccccc2s1	-4	1.1	-10	1	-18	1	-1	0	-5
COCCC(=O)Nc1ccc2c(c1)CN(C(=O)CSC)CC2	4	0.98	2	1	6	0.96	3	-1	-10
O=S(=O)(Nc1ccccc1N1CCCCC1)c1ccc(Cl)s1	-6	0.83	17	3	19	1.1	4	0	4
COc1cc(/C=C/C(=O)OCC(=O)c2ccc(OC(F)F)cc2)ccc1O	12	1.1	-12	-16	18	0.88	-2	0	-4
CCOc1ccccc1NC1=C(Cl)C(=O)N(Cc2ccccc2)C1=O	4	1.1	-9	2	10	0.96	-7	-3	-6
Cc1ccc(S(=O)(=O)NC(=O)Nc2nccs2)cc1	-4	1.1	-8	1	18	1	-2	0	-7
COC(=O)C1CCCCN1C(=O)c1cccc(OC2CCN(C(=O)C3CC3)CC2)c1 (stereo not given)	-4	1.2	-20	2	-2	1	1	-3	-9
CCOC(=O)C1=C(C)Nc2nc(C)nn2C1c1ccc(C)cc1 (stereo not given)	13	0.98	2	2	0	0.87	-4	-3	-5
COc1ccccc1C(=O)NCCC(=O)NCCC12CC3CC(CC(C3)C1)C2	-3	0.96	4	2	2	1	0	1	-6
O=S(=O)(c1ccccc1)N(F)S(=O)(=O)c1ccccc1	6	0.98	2	0	6	0.94	1	6	46*
CCOc1cc(/C=N/NC(=O)c2nn(C)cc2Br)ccc1OCc1ccccc1	10	0.76	24	-1	1	0.9	-3	0	-4
N#CCn1cnc2sc(-c3ccccc3)cc2c1=O	8	0.98	2	-26	1	0.92	6	-2	4
O=C(c1cccc(S(=O)(=O)N2CCOCC2)c1)N1CCN(Cc2ccc3c(c2)OCO3)CC1	-2	1.2	-24	3	12	1	-7	-3	-6
Cc1oc2cc3oc(=O)c(CCC(=O)NCCN4CCOCC4)c(C)c3cc2c1C	16	0.94	6	-23	14	0.84	0	-2	-8
Nc1nc(SCC(=O)NCc2ccccc2Cl)[nH]c(=O)c1NC(=O)c1ccccc1F	-1	0.98	2	3	-19	1	-7	5	-5
CCc1nc(Nc2ccc3c(c2)OCO3)c2oc3ccccc3c2n1	-7	1.1	-14	-1	9	1.1	-2	-4	-5
O=C(C1CCCCC1)N1CC(=O)N2CCc3ccccc3C2C1 (stereo not given)	-4	0.91	9	.	8	1	-3	-1	-6
CN(CC(=O)NCc1ccc2c(c1)OCO2)S(=O)(=O)c1ccc(F)cc1	7	0.93	7	0	30	0.93	-1	-1	-7
CCS(=O)(=O)c1nc(S(=O)(=O)c2ccc(C)cc2)c(N2CCC3(CC2)OCCO3)s1	1	1.1	-7	1	17	0.99	-3	3	-1
O=C(NCC1CC1)C1(C(F)(F)F)C/C(=C\Cc2ccccc2)CCCO1 (stereo not given)	9	0.97	3	2	24	0.91	-4	-1	-9
O=C(NC(=S)N1CCOCC1)c1cn(-c2ccccc2)nc1-c1ccccc1	4	1.1	-12	3	13	0.96	-4	-6	5
OC[C@H]1O[C@@H](n2cnc3c(Nc4ccccc4)ncnc32)[C@H](O)[C@@H]1O	0	0.88	12	1	9	1	-1	1	-1
CC(OC(=O)c1cc2sccc2n1C)C(=O)NCc1ccco1 (stereo not given)	-1	1.4	-42	3	18	1	1	0	1
CNC(=O)c1ccc(-c2cc3onc(-c4ccccc4)c3c(=O)n2C)cc1	1	1.1	-12	1	31	0.99	3	-3	4
O=C(CCc1ccccc1)NNC(=O)COc1ccc([N+](=O)[O-])cc1	17	1.3	-28	5	14	0.83	-1	4	-5
